FXIa inh mix = FXIa protease inhibitors in compound pools, primary screen, biochemical, 10-compound mixtures; Coagulation factor XI (Homo sapiens), P03951; purified FXIa, fluorogenic substrate, pooled mixtures; inhibition, % at 5 µM; 0.19% of 62,000 active; AID 680, 2007;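 also: each value is inhibition by a whole ten-compound pool holding the compound; 0% = enzyme with no mixture and 100% = wells lacking enzyme; strong numbers were not always called active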
Target sequence (P03951 19-387 limits assumed): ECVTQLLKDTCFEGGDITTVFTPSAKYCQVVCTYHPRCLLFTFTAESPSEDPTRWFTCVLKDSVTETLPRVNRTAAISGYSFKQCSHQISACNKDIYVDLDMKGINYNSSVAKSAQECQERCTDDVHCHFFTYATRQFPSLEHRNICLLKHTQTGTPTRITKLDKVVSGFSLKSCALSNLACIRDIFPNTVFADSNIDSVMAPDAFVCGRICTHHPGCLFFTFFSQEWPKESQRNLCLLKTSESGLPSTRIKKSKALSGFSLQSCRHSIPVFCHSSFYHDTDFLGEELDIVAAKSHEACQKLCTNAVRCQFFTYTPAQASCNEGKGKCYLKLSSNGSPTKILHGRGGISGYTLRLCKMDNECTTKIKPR
Target sequence (P03951 388-625 limits assumed): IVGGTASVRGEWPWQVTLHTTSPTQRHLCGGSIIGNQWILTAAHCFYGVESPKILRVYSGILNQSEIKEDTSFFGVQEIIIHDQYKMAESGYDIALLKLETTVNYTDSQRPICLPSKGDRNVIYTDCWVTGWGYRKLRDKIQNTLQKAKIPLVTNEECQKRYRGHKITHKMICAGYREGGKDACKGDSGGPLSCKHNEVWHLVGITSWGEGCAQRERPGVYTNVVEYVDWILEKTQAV
CatS block = inhibitors of human cathepsin S, biochemical, compound mixtures; P25774; recombinant cathepsin S, AMC dipeptide fluorescence, pooled mixtures; inhibition, %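 (tested at 5 µM per compound within 10-compound mixtures)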; 0.06% of 62,000 active; AID 501, 2006; in the data active = inhibition above about 32%, passing the limit was not always enough;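 also: 0% = enzyme without compound and 100% = blank without enzyme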
Target sequence (P25774 115-331 limits assumed): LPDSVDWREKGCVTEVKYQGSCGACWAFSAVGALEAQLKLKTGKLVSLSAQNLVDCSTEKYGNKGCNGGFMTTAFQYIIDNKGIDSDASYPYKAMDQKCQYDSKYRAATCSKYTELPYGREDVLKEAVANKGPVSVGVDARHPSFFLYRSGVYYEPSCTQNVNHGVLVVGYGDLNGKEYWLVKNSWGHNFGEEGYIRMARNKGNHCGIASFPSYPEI
CatL block = inhibitors of human cathepsin L, biochemical; Procathepsin L (Homo sapiens), P07711; purified cathepsin L, fluorogenic substrate, fluorescence; inhibition, %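 (tested at 10 µM)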; 0.17% of 58,000 active; AID 460, 2006; in the data active = inhibition above about 45%;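 also: 0% = enzyme with no compound and 100% = no enzyme blank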
Target sequence (P07711 114-288 limits assumed): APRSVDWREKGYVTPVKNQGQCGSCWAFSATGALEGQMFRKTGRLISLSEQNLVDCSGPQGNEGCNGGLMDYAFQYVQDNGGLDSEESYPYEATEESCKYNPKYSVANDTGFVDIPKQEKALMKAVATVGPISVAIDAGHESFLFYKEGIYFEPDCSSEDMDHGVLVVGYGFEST
Target sequence (P07711 292-333 limits assumed): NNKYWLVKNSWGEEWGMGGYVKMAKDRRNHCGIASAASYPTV
FXIIa inh mix = human factor XIIa inhibitors, primary screen, biochemical, pooled compound mixtures, fluorogenic substrate; Coagulation factor XII (Homo sapiens), P00748; purified FXIIa; inhibition, % at 5 µM; 0.2% of 62,000 active; AID 684, 2007;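 also: 0% = enzyme without compound and 100% = no enzyme blank; some results filed as inactive read as strong as hits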
CatB mixtures = cathepsin B inhibitors from pooled compounds, primary screen, biochemical, compound mixtures, AMC fluorescence; AID 488, 2006; inhibition, %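 (ten-compound pools at 5 µM per compound and 50 µM total)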; 0.06% of 62,000 active; Purified cathepsin B, AMC dipeptide fluorescence; P07858; in the data active = inhibition above about 22%, passing the limit was not always enough;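 also: 0% = enzyme without compound and 100% = no enzyme blank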
C1s block = complement C1s protease inhibitors, primary screen, biochemical, 10-compound mixtures; purified C1s, fluorogenic AMC substrate, pooled mixtures; 0.16% of 62,000 active; Complement C1s subcomponent (Homo sapiens), P09871; mean inhibition % of two 10-compound mixtures (active compounds read high), % at 5 µM (by protocol);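 active = inhibition above 20% in each of the two 10-compound mixture wells holding the compound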;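 also: 0% = enzyme wells lacking compound mixture and 100% = no-enzyme blank wells; some compounds called inactive have numbers as strong as hits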
CatG inh = human cathepsin G inhibitors, primary screen, biochemical, pooled compound mixtures, AMC fluorescence | P08311 | purified enzyme, AMC-tetrapeptide fluorescence | inhibition, % at 5 µM (by protocol) | 0.2% of 62,000 active | AID 581, 2007;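 active = inhibition above 20% in each of the two mixture wells holding the compound; inactive = inhibition of 20% or less in either well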;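 also: 0% = enzyme control without mixture and 100% = blank lacking enzyme; strong numbers were not always called active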
CatB inh = human cathepsin B inhibitors, primary screen, biochemical, fluorogenic substrate | inhibition, %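 (tested at 10 µM)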 | 0.1% of 63,000 active | purified cathepsin B, fluorescence | P07858; in the data active = inhibition above about 21%;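 also: 0% = enzyme with no compound and 100% = no enzyme blank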
Abs 340nm = compound light absorbance at 340 nm, profiling panel, artefact control, biochemical, MLSMR library, data from PS, PMK, MK assays; fold change at 10 µM; AID 708, 2007; compound absorbance at 340 nm, fold over control; 65,000 tested, under 10 active;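 active = at 10 µM dose, initial 340 nm absorbance at least 2 fold that of control wells; inactive = change under 2 fold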;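 also: initial absorbance extrapolated from kinetic A340 decline of NADH oxidation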
Numbers without * were called inactive; nt = no result given. Rule as the data show it, unless noted: active = inhibition above about 20% (passing the limit was not always enough); inactive = the rest.

SMILES	FXIa inh mix	CatS block	CatL block	FXIIa inh mix	CatB mixtures	C1s block	CatG inh	CatB inh	Abs 340nm
O=C(C1=C(O)C(=O)N(c2ncccn2)C1c1cccc(Cl)c1)c1ccco1 (stereo not given)	12	11	7	5	-10	-21	13	-5	1
COc1ccc2c(CC(=O)OCC(=O)c3ccc(F)cc3)coc2c1	-1	10	3	1	1	-25	0	3	1
COc1ccc(Nc2oc(-c3ccccc3Cl)nc2C#N)cc1	5	-10	-46	-15	3	-19	0	-9	1.1
COc1cccc(C(=O)OCCN(C)C(C)(C)C)c1	6	-3	0	2	3	-5	10	-2	0.99
CCOC(=O)C1=C(N)OC2=C(C(=O)CCC2)C1c1cccs1 (stereo not given)	2	3	5	0	5	15	13	5	1
Cc1cccc(N2CC(C(=O)Nc3ccc4c(c3)OCO4)CC2=O)c1C (stereo not given)	7	6	2	-5	2	10	6	5	1
CCN(CC)CCOC(=O)C12CC3CC(CC(C3)C1)C2	14	6	10	1	7	-30	-2	1	1
Cc1cccc(OCCn2c(=O)n(C)c3ccccc32)c1	5	-2	-3	2	2	14	11	-2	1
CS(=O)(=O)N(CC(=O)NCc1ccc2c(c1)OCO2)c1ccccc1	0	11	3	12	1	4	1	3	0.98
COC(=O)c1ccccc1NC(=O)CSc1nnc(-c2ccoc2C)n1C	-1	-2	2	7	4	-14	7	4	1
Cc1ccc(S(=O)(=O)n2nc(OC(=O)c3c(-c4ccccc4Cl)noc3C)cc2N)cc1	5	1	-5	-5	3	10	10	0	1.1
CCCCc1ccc(NC(=O)OC)cc1	10	10	10	6	-1	-1	-2	2	1
O=C(CSc1nnnn1-c1ccccc1)NC(=O)Nc1ccc2c(c1)OCCO2	-2	-2	-6	1	3	21	9	6	1
c1ccc(N2CCN(c3nc4ccccc4n4nnnc34)CC2)cc1	7	13	-11	8	3	-4	-2	2	1.1
CC(C)n1nc(C(=O)Nc2nc3ccc(S(C)(=O)=O)cc3s2)c2ccccc2c1=O	10	0	-12	3	4	11	10	-1	1
CCN(CC)S(=O)(=O)c1cccc(-c2nnc(SCC(N)=O)n2CCc2ccccc2)c1	5	7	12	3	3	-18	8	-6	0.98
CCSc1nc2c(c(=O)n(C)c(=O)n2C)n1Cc1ccc(Cl)cc1	-5	0	16	-16	-1	-18	-17	1	0.99
CCN(CC)CCOc1cc2c(nn1)Oc1ccccc1N2C	1	4	-12	14	2	-22	4	-2	1.1
COc1cccc(C2=Nn3c(nnc3-c3ccccc3O)SC2)c1	12	-3	2	9	-2	8	37	-2	1
CCOC(=O)c1[nH]c(C)c(C(=O)NCCCN2CCOCC2)c1C	0	3	15	6	1	18	12	0	0.98
CCN(CC)C(=O)Oc1ccc2c(=O)c(-c3ccccc3)coc2c1	3	-6	-6	-21	-1	3	-3	1	1
Cc1cc(=O)n2nc(N3CCCC3C(=O)NCCCN3CCCCC3)sc2n1 (stereo not given)	2	6	18	4	-2	-4	1	5	1
COc1cccc(C(c2nnnn2Cc2ccccc2)N2CCN(C(=O)c3ccco3)CC2)c1OC (stereo not given)	-2	7	3	14	4	3	-3	4	0.97
COc1ccc(C2CC(c3ccccc3)Nc3ncnn32)cc1 (stereo not given)	-4	9	20	16	-3	-24	0	7	1
CCS(=O)(=O)N1CCN(C(=O)CC(C)C)CC1	-23	-19	-4	-9	-9	-86	-27	0	1
COc1ccc(NC(=O)CN(C)S(=O)(=O)c2ccccc2)cc1OC	3	8	15	19	1	-28	6	1	0.99
CCCS(=O)(=O)N1CCCC(C(=O)NCCc2ccc(OC)c(OC)c2)C1 (stereo not given)	4	-5	-2	5	-2	-7	-12	3	1
COc1ccc(OC)c(-c2oc3ccccc3c(=O)c2O)c1	9	-1	5	-21	7	1	0	2	1.1
O=C(c1ccc2c(=O)n(-c3ccccc3)c(=O)[nH]c2c1)N1CCCCC1	5	2	16	4	4	-36	-2	-4	1.1
O/N=C(\COc1ccccc1O)c1ccccc1	3	-3	-4	5	1	5	6	2	1
COC(=O)C1CCN(C(=O)C23CCC(C)(C(=O)O2)C3(C)C)CC1 (stereo not given)	17	8	16	8	-3	-14	0	-3	1
COC(=O)c1ccc(NC(=O)CCN2CCCCC2)cc1	6	12	-2	4	-5	13	16	10	1
N#Cc1c(N)oc(-c2ccc3c(c2)OCO3)c1-c1ccc2c(c1)OCO2	13	5	-15	1	2	-12	0	0	1.1
Cc1ccsc1C1NC(=O)c2ccccc2N1 (stereo not given)	5	-4	nt	3	1	-14	-7	0	1.1
Cc1cc(CNC(=O)Nc2ccc3c(c2)OCO3)nn1C	-6	-7	nt	3	-7	-15	4	2	1
c1ccc(-c2cc(-c3nc(-c4ccccn4)no3)c3ccccc3n2)cc1	11	2	10	3	5	12	8	5	1
CC(C)C(NC(=O)OC(C)(C)C)C(=O)N1CCCC1C(=O)NC(Cc1ccccc1)C(N)=O (stereo not given)	2	-14	-11	9	4	-6	-3	-8	0.99
CN(C)S(=O)(=O)c1ccc(S(=O)(=O)N2CCN(CCC#N)CC2)cc1	-13	-6	nt	-18	2	-40	2	-1	1
CC1(C)CC(=O)c2cnc(NC(=O)C3CCCC3)nc2C1	5	-10	14	3	0	14	7	0	0.95
CCOC(=O)c1ccccc1NC(=O)CSc1nccn1C	8	-6	9	6	2	7	10	3	0.97
CCCc1cc(C(N)=O)c(NC(C)=O)s1	5	13	12	10	5	15	15	3	1
Cc1ccc(N2CC(C(=O)N3CCCc4ccccc43)CC2=O)cc1 (stereo not given)	3	7	15	0	0	-8	0	-1	1.1
CC1CCN(S(=O)(=O)N2CCC(C(=O)N3CCC(N(C)CC4CCCO4)CC3)CC2)CC1 (stereo not given)	10	-5	nt	8	-1	-48	28	0	1
Nc1c(C(=O)NCC2CCCO2)sc(=S)n1-c1ccccc1 (stereo not given)	17	14	16	-18	7	10	11	0	1.1
Cc1oc(-c2ccc(Cl)cc2)[n+]([O-])c1C	8	-4	-13	6	5	12	10	0	1
COC(=O)Nc1ccc2c(c1)N(C(=O)CCN1CCN3CCCC3C1)c1ccccc1S2 (stereo not given)	-10	-10	-5	-4	-2	-54	-1	0	1
CCc1[nH]nc2c1C(c1ccc(Br)s1)C(C#N)=C(N)O2 (stereo not given)	5	2	-3	4	3	1	-1	-3	1
O=C(COC(=O)c1ccc(=O)n(Cc2ccccc2)n1)Nc1ccc2c(c1)OCCO2	-6	-16	-17	-1	-5	-60	-12	-6	1

Reformatted in markdown: entries from further up.
| molecule | FXIa inh mix | CatS block | CatL block | FXIIa inh mix | CatB mixtures | C1s block | CatG inh | CatB inh | Abs 340nm |
| --- | --- | --- | --- | --- | --- | --- | --- | --- | --- |
| Nc1c(C(=O)NCC2CCCO2)sc(=S)n1-c1ccccc1 (stereo not given) | 17 | 14 | 16 | -18 | 7 | 10 | 11 | 0 | 1.1 |
| Cc1oc(-c2ccc(Cl)cc2)[n+]([O-])c1C | 8 | -4 | -13 | 6 | 5 | 12 | 10 | 0 | 1 |
| COC(=O)Nc1ccc2c(c1)N(C(=O)CCN1CCN3CCCC3C1)c1ccccc1S2 (stereo not given) | -10 | -10 | -5 | -4 | -2 | -54 | -1 | 0 | 1 |

The list continues:
SMILES	FXIa inh mix	CatS block	CatL block	FXIIa inh mix	CatB mixtures	C1s block	CatG inh	CatB inh	Abs 340nm
CCCc1cc(=O)n2[nH]c(NCc3ccccc3Cl)nc2n1	-1	7	19	1	0	-36	9	-1	1
O=C(Nc1ccc(-c2nc3ccccc3o2)cc1)c1ccc2c(c1)OCO2	3	-15	-15	3	4	5	11	2	1.1
O=C(CN1C(=O)c2ccccc2C1=O)Nc1ccc(S(=O)(=O)NCC2CCCO2)cc1 (stereo not given)	4	5	21	3	4	19	11	4	0.99
Cc1cc(C)c(C(=O)COC(=O)Cn2cnnn2)cc1C	4	11	4	5	4	-27	-2	5	1
CC1Cc2ccccc2N1C(=O)CSc1nnc2sc3ccccc3n12 (stereo not given)	-4	-2	-2	8	2	-41	8	3	1
CC(C)c1ccc(NC(=O)COC(=O)C2=COCCO2)cc1	6	13	11	-17	3	-24	-6	6	0.99
CCOc1ccc(S(=O)(=O)Nc2ccccc2C(=O)Nc2ccccc2N2CCOCC2)cc1	9	3	9	0	4	11	9	-1	0.99
CCc1nnc(NC(=O)CSc2nnnn2-c2cccc(C(=O)OC)c2)s1	-5	12	6	6	-3	-1	10	12	0.99
COc1ccc(-c2nnc(SCC(=O)Nc3ccc(Cl)cc3)n2C)cc1	-5	12	2	12	1	-11	-5	0	0.98
Cc1cccc(NC(=O)CN2CCN(CC(=O)Nc3cccc(C)c3)CC2)c1	6	-2	-3	7	3	-27	-1	-4	1
CCc1ccccc1NC(=O)c1cnccn1	4	3	-2	8	4	15	13	4	1.1
Cc1cc(C)n(-c2c(F)c(F)c(CN3CCOCC3)c(F)c2F)n1	8	3	1	3	7	17	10	0	1
Cc1ccc(-c2nn3c(C)nnc3s2)cc1NC(=O)c1ccco1	3	4	nt	7	3	20	8	5	1.1
CSc1nc(-c2ccccc2O)nc(-c2ccccc2O)n1	5	-4	6	-20	4	35	39	1	1.1
CC1(C)Cc2c(sc3nc(-c4cc5ccccc5o4)n(N)c(=O)c23)CO1	8	-1	-4	-2	-2	-3	4	-2	1.1
O=C(Cc1ccc(-n2cccc2)cc1)NC1CCCCC1	6	-4	0	1	-2	36	-1	0	0.99
COCCn1c(COc2ccc(OC)cc2)nc2ccccc21	3	6	22	2	0	-3	2	-2	1
COCCn1cc(C(=O)N2CCCC(C)C2)c2c3ccccc3n(C)c2c1=O (stereo not given)	0	0	-15	-1	-2	-58	-15	6	1
COCCCn1c2nc3ccccc3nc2c2c(=O)n(Cc3ccc(Cl)cc3)c(C)nc21	1	11	-16	3	5	-5	7	-4	1.1
COc1cc(OC)cc(OCC(O)Cn2ccnc2)c1 (stereo not given)	7	-2	1	5	-2	13	7	1	1
O=C(CSc1nnc(-c2ccccn2)n1Cc1ccco1)c1ccccc1	5	-6	-4	7	-3	-32	-5	4	0.99
CSc1nc(N(CCO)CCO)c2sc3nc(-c4ccco4)c4c(c3c2n1)CCC4	8	9	9	-21	7	2	0	-4	1.1
O=C(CSc1nc2c(c(=O)n1-c1ccc(Cl)cc1)SCC2)N1CCOCC1	7	2	nt	12	3	0	-1	-3	1.1
CCCCn1c(SCC(=O)N2CCC(C(=O)OCC)CC2)nc2cc(S(N)(=O)=O)ccc21	5	13	nt	4	2	-5	3	4	1
Cc1ccc(C(=O)Nc2cccc(C(=O)O)c2)cc1S(=O)(=O)N1CCCCC1	6	-9	1	-16	-5	-24	1	-3	1
CC1(NC(=O)C23CC4CC(CC(C4)C2)C3)CCS(=O)(=O)C1 (stereo not given)	11	-10	-4	2	4	2	-1	-4	1
O=C(CSc1nc2nc(-c3cccs3)cc(C(F)(F)F)c2c(=O)[nH]1)NCc1ccco1	-2	13	-96	-1	3	-33	8	4	1.1
COc1ccc(OC)c(C2C(C(C)=O)=C(O)C(=O)N2CCC(=O)O)c1 (stereo not given)	10	-2	4	2	4	11	9	-1	0.98
CCOCCCN(C(=O)c1ccco1)C(C(=O)NC1CCCC1)c1cccc(OC)c1OC (stereo not given)	5	-5	6	-14	4	0	16	0	1
CSc1ncccc1C(=O)OCC(=O)c1cc2ccccc2o1	7	-5	-8	0	5	3	2	0	1.1
O=S(=O)(NCc1ccco1)N1CCOCC1	7	-1	-8	8	3	3	8	4	0.99
O=C(NCc1ccco1)c1sc(=S)n2c1[nH]c(=O)c1ccccc12	7	3	6	1	4	12	10	1	1.1
COc1cc(OC)c(C2SCCN2S(=O)(=O)c2ccc(F)cc2)cc1OC (stereo not given)	7	3	nt	-9	4	0	-3	4	1

Compound activity: PubChem, several laboratories

An excerpt. The share of hits here may be higher or lower than overall.
